Compound activity as filed in PubChem BioAssay.
UbGFP stabilizer = ubiquitin-GFP accumulation via proteasome inhibition. Ubiquitin-GFP reporter cells, proteasome inhibition, GFP fluorescence; response scale: untreated = 0%, 10 µM MG-132 = 100%. Potency, µM (doses to about 45.9 µM), without a hit: at the top dose activation (GFP accumulation), hits mostly activators. 67,000 tested, under 10 active. AID 526; active means well fitted activation curve with a large enough effect, not every such curve was filed as active; inconclusive means small, poorly fitted or top-dose-only effect, or another doubt; inactive means no such curve, though single readings can be large or run the other way; further: potency means the concentration at half of the fitted maximal effect
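Reporter cells (U2OS, ubiquitin-G76V-GFP fusion) are plated overnight, then treated 4 hr at 37 °C with compound titrations from 46 uM down to 2.9 nM. Activity is scaled against untreated cells and 10 uM MG-132.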
CRE-bla Fsk = alters forskolin-stimulated CRE reporter signaling in CHO cells; Potency, µM (series often up to 38.2 µM), inactives show at the top dose activity change, negative = inhibition, usual class: activators; CHO CRE-bla reporter (cAMP response element driving beta-lactamase), forskolin EC10, beta-lactamase ratio; AID 662; 71,000 compounds, 2.5% hits; active means well fitted activation curve with a large enough effect in the signal ratio, with a control signal flat, not every such curve was filed as active; inconclusive means small, poorly fitted or top-dose-only effect, or effect the other way, or a change in a side signal; the % refers to the signal ratio; further: potency means the concentration at half of the fitted maximal effect; % of control where 0% means no effect
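Forskolin analogue NKH 477 at EC10 stimulated CRE-driven beta-lactamase in CHO cells alongside compound dilution series. Beta-lactamase was measured with CCF4, excitation 405 nm, emission ratio 460/530 nm.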
DNA Pol III inh = blocks replication by bacterial DNA polymerase III holoenzyme; reconstituted DNA polymerase III holoenzyme replication, biochemical; Potency, µM (doses to about 57.1 µM), for the others: at the highest dose activity change, negative = inhibition; 71,000 compounds, 0.25% hits; AID 603; further: potency means the concentration at half of the fitted maximal effect; on the % scale 0 is the no-effect control and ±100 the full control effect
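Reconstituted *E. coli* holoenzyme (0.35 nM Pol III, 1 nM beta, 154 nM SSB, 2 nM primase) was preincubated with compound for 15 min at RT. Synthesis on 1.4 nM ssM13Gori ran 35 min, then was stopped with PicoGreen/EDTA and read as dsDNA fluorescence.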
HBB splicing = modulators of hemoglobin beta chain splicing | HBB splicing reporter cell assay, activation; EGFP reporter with mutant IVS2-654 intron; response scale: normalised to 500 nM splice-correcting PNA | Potency, µM (highest dose often 46.1 µM), inactives show at the highest dose activation, actives largely listed as activators | AID 925 | 65,000 compounds, 0.06% hits; further: potency means the concentration at half of the fitted maximal effect; 0% is about no effect
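HeLa cells stably expressing EGFP interrupted by mutant beta-globin intron 2 (IVS2-654), 500/well in 2% FCS. Treated with compound for 2 days at 37C. Splicing correction scored as total well GFP intensity (488 nm excitation, 500-520 nm emission); 500 nM antisense PNA served as control.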
4MU fluor = compounds fluorescent in 4-MU spectral region. 59,000 compounds, 11% hits. max dye-equivalent concentration, M. AID 589. compound autofluorescence, 340/450 nm, 4-MU equivalents; stronger effect = higher value; in the data active means max dye-equivalent concentration above about 10 nM; inconclusive means mostly about 1.1 nM to 9.6 nM
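Compounds in 100 mM Tris, pH 8.0, sat 15 min at room temperature before fluorescence was read at 340 nm excitation/450 nm emission; a per-plate six-point 4-MU standard curve converted signals to dye-equivalent concentration at each compound concentration.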
Epigenetic mod = derepresses silenced GFP locus in mouse C127i cells. Potency, µM (series often up to 46.1 µM), inactives show at the highest dose GFP derepression (activation). mouse C127i GFP locus derepression, cytometry, 30 h. 68,000 compounds, 0.09% hits. AID 597; further: % of control where 0% means no effect
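Read-out is the number of GFP-positive cells, scored as fluorescent objects 20 to 120 um wide, reflecting derepression of a silenced CMV-GFP reporter in murine C127i cells after 30 h compound exposure at 37 C.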
BRCT PPI red = disrupts BRCA1 BRCT binding to phosphoprotein, red fluorophore readout | 75,000 compounds, 0.03% hits | AID 892 | Potency, µM (series often up to 76.9 µM), inactives show at the top dose activity change, negative = inhibition, usual class: inhibitors | P38398 | BRCT-phosphopeptide binding, red fluorescence polarization; further: on the % scale 0 is the no-effect control and ±100 the full control effect
Target sequence (P38398 whole entry, looked up): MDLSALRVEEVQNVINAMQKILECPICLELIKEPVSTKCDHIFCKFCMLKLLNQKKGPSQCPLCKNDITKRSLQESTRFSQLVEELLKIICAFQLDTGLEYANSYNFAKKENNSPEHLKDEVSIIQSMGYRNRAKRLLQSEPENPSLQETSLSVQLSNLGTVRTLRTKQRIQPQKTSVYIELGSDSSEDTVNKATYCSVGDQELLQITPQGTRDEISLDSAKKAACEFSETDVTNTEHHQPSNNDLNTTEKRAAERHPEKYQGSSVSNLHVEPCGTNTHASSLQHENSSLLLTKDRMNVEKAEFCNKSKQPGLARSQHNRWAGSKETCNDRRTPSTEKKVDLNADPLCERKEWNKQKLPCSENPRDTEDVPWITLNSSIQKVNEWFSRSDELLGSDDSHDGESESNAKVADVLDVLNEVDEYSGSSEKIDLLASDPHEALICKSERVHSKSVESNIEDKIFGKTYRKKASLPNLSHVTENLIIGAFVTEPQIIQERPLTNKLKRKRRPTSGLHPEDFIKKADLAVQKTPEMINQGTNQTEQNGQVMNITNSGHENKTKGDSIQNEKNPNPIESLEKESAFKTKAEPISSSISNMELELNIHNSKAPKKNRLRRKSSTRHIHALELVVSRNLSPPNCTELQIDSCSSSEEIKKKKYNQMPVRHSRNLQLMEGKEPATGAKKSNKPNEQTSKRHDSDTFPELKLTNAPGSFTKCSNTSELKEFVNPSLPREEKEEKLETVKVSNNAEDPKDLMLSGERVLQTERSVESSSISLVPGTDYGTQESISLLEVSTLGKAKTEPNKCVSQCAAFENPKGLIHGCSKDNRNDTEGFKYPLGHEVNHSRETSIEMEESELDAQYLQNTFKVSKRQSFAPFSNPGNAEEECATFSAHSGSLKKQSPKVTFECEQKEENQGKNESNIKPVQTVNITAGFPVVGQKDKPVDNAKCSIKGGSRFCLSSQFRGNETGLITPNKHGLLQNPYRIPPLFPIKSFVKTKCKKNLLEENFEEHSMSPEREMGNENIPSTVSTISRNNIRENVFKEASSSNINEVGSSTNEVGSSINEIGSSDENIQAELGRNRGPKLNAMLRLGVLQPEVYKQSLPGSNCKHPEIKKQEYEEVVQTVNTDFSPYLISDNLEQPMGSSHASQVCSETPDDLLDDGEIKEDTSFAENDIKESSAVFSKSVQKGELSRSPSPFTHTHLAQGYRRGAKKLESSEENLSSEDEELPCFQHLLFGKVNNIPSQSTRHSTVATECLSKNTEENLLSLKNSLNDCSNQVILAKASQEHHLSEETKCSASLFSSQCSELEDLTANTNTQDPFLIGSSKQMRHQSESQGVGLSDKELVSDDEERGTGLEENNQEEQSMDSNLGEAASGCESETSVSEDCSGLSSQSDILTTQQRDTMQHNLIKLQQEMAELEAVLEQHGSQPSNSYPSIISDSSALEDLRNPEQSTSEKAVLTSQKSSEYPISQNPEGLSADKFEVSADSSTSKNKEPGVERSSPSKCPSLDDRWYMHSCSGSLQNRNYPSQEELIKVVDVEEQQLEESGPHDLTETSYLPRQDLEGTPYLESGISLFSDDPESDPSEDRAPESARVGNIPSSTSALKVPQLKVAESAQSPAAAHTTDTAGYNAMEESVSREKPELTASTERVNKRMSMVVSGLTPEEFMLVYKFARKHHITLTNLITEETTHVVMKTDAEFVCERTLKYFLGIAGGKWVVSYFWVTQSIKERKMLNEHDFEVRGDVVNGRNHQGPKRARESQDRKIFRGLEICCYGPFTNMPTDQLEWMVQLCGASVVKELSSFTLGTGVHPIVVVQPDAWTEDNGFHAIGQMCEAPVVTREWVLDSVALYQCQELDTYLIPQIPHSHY
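Fluorescence polarization: 100 nM His-tagged BRCA1 BRCT with 100 nM TAMRA-labelled phospho-BACH1 decapeptide, phosphate buffer pH 7.3 with 150 mM NaCl, DTT, 0.01% Tween 20; 12 min RT. Binding inhibition seen as FP decrease.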
15-hLO inh = 15-hLO (ALOX15) enzyme inhibition; purified 15hLO-1, xylenol orange hydroperoxide absorbance; Potency, µM (doses to about 57.1 µM), for inactives: at the top dose activity change, negative = inhibition, usual class: inhibitors; 74,000 compounds, 1.4% hits; further: potency means the concentration at half of the fitted maximal effect; on the % scale 0 is the no-effect control and ±100 the full control effect; nearly all actives have a fitted effect of over 55% in size
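Quantitative HTS in 25 mM Hepes pH 7.5 containing 0.01% Triton X-100: human 15hLO-1 at 40 nM, arachidonic acid at 50 uM, 6 min turnover. Product quantified via ferrous oxidation/xylenol orange, 573:405 nm absorbance ratio.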
A350 fluor = A350 region autofluorescence | 59,000 compounds, 11% hits | Compound autofluorescence, 340/450 nm, Alexa 350 dye-equivalents; stronger effect = higher value | max dye-equivalent concentration, M; in the data active means max dye-equivalent concentration above about 10 nM; inconclusive means mostly about 1.1 nM to 9.6 nM
BRCT PPI green = BRCA1 BRCT-phosphoprotein interaction inhibition | BRCA1 BRCT-phosphopeptide binding, green fluorescence polarization | Potency, µM (doses to about 76.9 µM), for the others: top-dose activity change, negative = inhibition, most hits filed as inhibitors | 75,000 compounds, 0.05% hits | AID 875;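 further: potency means the concentration at half of the fitted maximal effect; plate controls were peptide without protein for full effect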
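Compounds were incubated for 12 min at room temperature with a complex of 100 nM fluorescein-tagged pBACH1 decapeptide and 250 nM His-tagged BRCT protein. Buffer was phosphate pH 7.3 with EDTA, DTT and Tween 20. Disruption of binding lowers the polarization signal.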
Hsp90 Hop PPI = changes Hsp90-Hop TPR2A binding signal, up or down | 71,000 compounds, 0.44% hits | Potency, µM (titrated, usually from 57 µM), for the others: at the highest dose activity change, negative = inhibition | AlphaScreen TPR2A-His6 binding biotin-Hsp90 C-terminal peptide; active means well fitted curve in either direction with a large enough effect; inconclusive means small, poorly fitted or top-dose-only effect, or another doubt; further: potency means the concentration at half of the fitted maximal effect; on the % scale 0 is the no-effect control and ±100 the full control effect; many of its hits are not listed in these tables
* hit, by the source's call; i = inactive; ? = inconclusive; / = not tested or not shown; [ ] = another dose, or the depositor's remark. Unless noted, the call rests on the fitted dose curve; in most records, active means well fitted curve in the direction sought with a large enough effect; inconclusive means small, poorly fitted or top-dose-only effect, or another doubt; inactive means no such curve, though single readings can be large; an effect the other way counts as inactive or inconclusive.

SMILES	UbGFP stabilizer	CRE-bla Fsk	DNA Pol III inh	HBB splicing	4MU fluor	Epigenetic mod	BRCT PPI red	15-hLO inh	A350 fluor	BRCT PPI green	Hsp90 Hop PPI
Cc1cc(NC(=O)CSc2cn(CCNC(=O)c3ccc(Cl)cc3)c3ccccc23)no1	5%	?	0%	-0.5%	/	/	-1.7%	-11%	/	1.4%	3%
COc1ccc(CNc2ncnc3ccc(-c4cccc(C#N)c4)cc23)c(OC)c1	6%	0.79µM*	-2%	0.8%	i	-3%[9.22 µM]	1.0%	-15%	i	-0.7%	-24%
CCc1nnc2sc(-c3ccc(NC(=O)c4ccco4)cc3)nn12	0%	10%	-4%	-1.1%	3.8e-08M*	0%	-1.5%	-10%	4.5e-08M*	2.2%	-10%
O=C1CN2C(=Nc3ccc(Br)cc3C2c2ccccc2)CCN1 (configuration not stated)	21%	-5%	-3%	-1.3%	/	4%	1.7%	-3%	/	-0.6%	-5%
CCC(=O)Nc1nonc1-c1nc2ccccc2n1Cc1ccc(Cl)c(Cl)c1	0%	?	-6%	0.8%	i	2%	-2.9%	3%	i	-0.6%	-5%
Cc1nc2c([nH]c3ccc(Br)cc32)s1	3%	?	-5%	-0.4%	i	6%	-1.1%	9%	i	-1.9%	-1%
CNCc1cc2ccc(C)cc2[nH]c1=O	-2%	0%	-5%	-0.5%[57.5 µM]	?	6%	-0.4%	-13%	?	-1.3%	-4%
COc1ccc(Cl)cc1N(C)C(=O)CCc1nc(-c2ccc(C)cc2)no1	7%	-9%	1%	-0.1%	i	0%	-0.3%	-12%	i	0.1%	13%
COc1ncc2nc(-c3cccs3)c(=O)n(CCC#N)c2n1	19%	7.9µM*	-4%	2.2%	1e-06M*	-3%[9.22 µM]	0.9%	2%	1.2e-06M*	-2.1%	-4%
O=C(COc1ccc(=O)n(-c2ccccc2)n1)Nc1ccccc1	11%	0%	-4%	-0.3%	/	0%	-0.8%	12%	/	0.4%	-3%
COc1ccc(NS(=O)(=O)c2ccc(N)c(C(=O)O)c2)cc1	0%	-12%	-6%	6.0%[57.5 µM]	i	-2%	1.0%	-2%	i	-2.5%	-1%
CN1CCc2c(sc3c2c(=O)n(-c2cccc(Cl)c2)c2nncn32)C1	5%	?	-3%	-0.9%	i	0%	1.4%	-8%	?	-0.2%	-6%
CCOc1ccc(NS(=O)(=O)N(C)C)cc1	6%	-1%	-6%	-0.6%	i	5%	-0.6%	4%	i	0.6%	-4%
CC1(C)Cc2c(sc(NC(=O)c3ccco3)c2C#N)C(C)(C)N1	0%	1%	-4%	0.8%	i	-1%	-0.5%	1%	?	0.7%	-4%
CN(C)C(=O)Nc1cnc2ccccc2c1	3%	4%	-2%	0.6%	/	2%	-4.0%	5%	/	-2.7%	0%
CCOc1ccc(-c2c(C#N)c(N)nc3c2c(=O)n(C)c(=O)n3C)cc1OC	4%	-1%	2%	-1.1%	1.8e-07M*	2%	0.9%	5%	1.6e-07M*	-1.4%	0%
Cc1cccc(-n2ncc3c(NCc4ccccn4)ncnc32)c1	7%	?	-5%	0.4%[57.5 µM]	i	1%	-3.4%	-5%	?	2.1%	-3%
CCN(CC)S(=O)(=O)c1ccc(C(=O)Nc2ccc3c(c2)OCCO3)cc1	11%	-15%	-5%	-2.4%	i	4%	0.3%	-3%	i	-1.3%	-1%
O=C1N(O)C2(C=CCCC2)/C(=N\O)C12CCCCC2 (configuration not stated)	10%	6%	-3%	-0.2%	/	0%	-0.5%	10%	/	-3.3%	-6%
Oc1ccccc1-c1cc(-c2cccc(F)c2)n[nH]1	2%	-6%	-2%	-0.2%[57.5 µM]	i	2%	-0.2%	?	i	-1.0%	2%
Cc1ccnc(NC(=O)c2c(O)c3ccccc3n(C)c2=O)c1	-5%	-13%	?	0.2%[57.5 µM]	i	1%	0.9%	11%	?	-2.7%	-4%
COCCCNC(=O)C1CCN(C(=O)Nc2ccc(Cl)cc2)CC1	-4%	-9%	-6%	-0.1%[57.5 µM]	i	0%	0.5%	-11%	i	-2.2%	1%
CCOC(=O)n1c(=O)oc2cc(S(=O)(=O)N3CCCCC3)ccc21	-1%	11%	-4%	6.8%[0.369 µM]	i	0%	-0.1%	7%	?	-3.3%	-1%
CO[C@@H](NC(N)=O)C(=O)O	1%[9.17 µM]	13%[7.6 µM]	-7%[11.4 µM]	4.6%[9.22 µM]	i	7%[9.22 µM]	-0.5%[15.4 µM]	4%[11.4 µM]	i	0.5%[15.4 µM]	-5%[11 µM]

Compound profiles, as listed above. Order of screens: UbGFP stabilizer | CRE-bla Fsk | DNA Pol III inh | HBB splicing | 4MU fluor | Epigenetic mod | BRCT PPI red | 15-hLO inh | A350 fluor | BRCT PPI green | Hsp90 Hop PPI
CN(C)C(=O)Nc1cnc2ccccc2c1 across the screens: 3% | 4% | -2% | 0.6% | / | 2% | -4.0% | 5% | / | -2.7% | 0%
CO[C@@H](NC(N)=O)C(=O)O across the screens: 1%[9.17 µM] | 13%[7.6 µM] | -7%[11.4 µM] | 4.6%[9.22 µM] | i | 7%[9.22 µM] | -0.5%[15.4 µM] | 4%[11.4 µM] | i | 0.5%[15.4 µM] | -5%[11 µM]
CCOc1ccc(NS(=O)(=O)N(C)C)cc1 across the screens: 6% | -1% | -6% | -0.6% | i | 5% | -0.6% | 4% | i | 0.6% | -4%
CCOc1ccc(-c2c(C#N)c(N)nc3c2c(=O)n(C)c(=O)n3C)cc1OC across the screens: 4% | -1% | 2% | -1.1% | 1.8e-07M* | 2% | 0.9% | 5% | 1.6e-07M* | -1.4% | 0%

More entries follow.
SMILES	UbGFP stabilizer	CRE-bla Fsk	DNA Pol III inh	HBB splicing	4MU fluor	Epigenetic mod	BRCT PPI red	15-hLO inh	A350 fluor	BRCT PPI green	Hsp90 Hop PPI
NC(=O)CSc1nc2c(sc3ccccc32)c(=O)n1CCCN1CCOCC1	-9%	?	-7%	-0.6%	?	0%	-0.6%	7%	?	4.5%	-2%
O=C(NCC1CCCO1)c1cc2c(s1)CS(=O)(=O)C2 (configuration not stated)	1%	6%	2%	0.2%	i	-1%	-0.3%	6%	i	0.1%	-2%
COc1cc(NC(=O)c2cc(-c3cccs3)on2)cc(OC)c1OC	13%	?	2%	-1.3%	i	2%	-0.6%	-10%	i	0.4%	3%
CCn1c(SCC(=O)c2ccc(Cl)cc2)nnc1-c1ccoc1C	-3%	-8%	-6%	0.2%	i	1%	0.0%	-18%	i	-1.8%	-5%
O=C(C(Cc1ccccc1)n1cccc1)N1CCN(C2CCCCC2)CC1 (configuration not stated)	9%	-12%	-2%	0.7%	/	-2%	-0.7%	-2%	/	1.0%	-10%
COc1ccc(CNC(=O)C(C)NC(=O)c2cc3ccccc3o2)cc1 (configuration not stated)	9%	?	-4%	-1.4%	i	4%	-0.4%	-3%	i	-0.2%	-1%
CCOC(=O)N1CCN(C(=O)c2ccc(C)c(S(=O)(=O)Nc3cccc(C)c3C)c2)CC1	1%	1%	-7%	-1.1%	i	-3%	0.3%	1%	i	1.6%	-4%
CCOc1ccc(Cc2nc(C)c(CC(=O)N3CCCCC3)c(=O)[nH]2)cc1	-8%	?	-1%	-2.5%	i	2%	0.8%	4%	i	-0.9%	4%
COc1ccc(CCNC(=O)c2noc3c2CCCC3)cc1OC	-6%	?	0%	-0.6%	i	-2%	0.3%	1%	i	2.5%	-6%
O=C(OC1CCOC1=O)c1ccc2ncsc2c1 (configuration not stated)	-1%	-3%	-7%	-1.4%	i	4%	-2.3%	-8%	i	-0.5%	-5%
COc1ccc(OC)c2sc(NC(=O)C(C)C)nc12	2%	-6%	-3%	-0.9%	/	/	1.6%	-3%	/	-2.0%	-5%
CCCc1cc(N2CCN(c3ccccn3)CC2)n2nc(C)c(-c3ccccc3)c2n1	16%	-17%	-16%	6.0%	3.5e-07M*	0%	-0.2%	9%	3.3e-07M*	-1.7%	?
Cc1ccccc1C(=O)N(C)Cc1ccccc1	4%	-8%	-3%	2.1%	i	-2%	0.2%	5%	i	-0.3%	-4%
CN(C)C(=O)[C@@H]1C[C@H]1[C@@H](NC(=O)OCc1ccccc1)c1ccccc1	/	10%	-3%	-0.7%	/	/	1.9%	9%	/	-2.7%	3%
CC1(C)CC(=O)C2=C(C1)Nc1ccccc1N=C2	1%	-18%	15%	0.1%[57.5 µM]	1.4e-08M*	0%	-3.9%	-16%	1.4e-08M*	-14%	-13%
